MDM2 E3 inh: inhibitors of human Mdm2 E3 ubiquitin ligase; AID 1230; 210,000 compounds, 0.11% hits; signal enhancement, % at 5 µM; Q00987; cell-based MDM2 ubiquitination luciferase reporter, 2 h; 0 = plate control, 100 = twice control, blank-subtracted;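 active = signal enhancement of 30% or more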;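 note: luminescence tracks abundance of the self-degrading MDM2-luciferase fusion protein; higher signal means inhibition of MDM2 E3 ligase activity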
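System: stable MDM2–luciferase fusion reporter cells / Input: 2000 cells seeded into each well / Schedule: 4 h settle plus 2 h compound, 37 °C / Compound: single-point 5 µM / Buffer or medium: cells held in DMEM / Benchmarks: control and blank well means / Evaluation: percent signal gain over controls, blank-subtracted / Measured by: luciferase luminescence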
S1P4 antagonist: human S1P4 receptor antagonism. inhibition, % at 4.98 µM. AID 1510. 220,000 compounds, 0.26% hits. O95977. S1P4-expressing cells, antagonist mode, reporter read-out; in the data active = inhibition above about 29%;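 note: 0% = wells stimulated with agonist and 100% = vehicle wells without agonist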
PERK inhibitor: blocks human PERK kinase; Q9NZJ5; CHO PERK-DD fusion, SEAP luminescence translation reporter; inhibition, % at 5.6 µM; 220,000 compounds, 0.17% hits;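 active = inhibition above the mean inhibition of all tested compounds plus 3 SD, set separately per screening campaign, cut at about 2.9% in these data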;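 note: PERK kinase domain activated by AP20187 dimerizer at 100 nM; 0% = DMSO with dimerizer and 100% = rapamycin at 8.4 µM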
BaF3 parental: reduces parental Ba/F3 cell viability, JAK2V617F counter-screen; CellTiter-Glo ATP luminescence; inhibition, % at 5.6 µM; 220,000 compounds, 1.1% hits;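 active = inhibition above a per-campaign cutoff, the mean inhibition of all tested compounds plus 3 SD, cut at about 27% in these data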;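 note: 0% = DMSO wells and 100% = JAK Inhibitor I control wells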
eIF4E-4G inh: eIF4E/eIF4G interaction inhibition in translation initiation. P63073+Q04637. 220,000 compounds, 0.37% hits. inhibition, % at 21.7 µM. AID 782. TR-FRET eIF4E-eIF4GI(517-606) binding, 2 h;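 active = inhibition above about 30%, limit read from the data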;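 note: 0% = full FRET control wells and 100% = background wells lacking eIF4GI fragment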
Wee1 degr inh: inhibitors of human Wee1 degradation. P30291. HeLa Luc-Wee1K328M stability, luciferase luminescence; 100% = proteasome inhibitor MG132 effect. reporter increase, % at 5 µM. 220,000 compounds, 1.2% hits;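 active = activation above the mean of all tested compounds plus 3 SD, set per screening run, cut at about 8.8% in these data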;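 note: cells exposed to compound for 20 h before luminescence read; 0% = DMSO alone and 100% = MG132 at 30 µM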
Target sequence (P30291 whole entry K328M): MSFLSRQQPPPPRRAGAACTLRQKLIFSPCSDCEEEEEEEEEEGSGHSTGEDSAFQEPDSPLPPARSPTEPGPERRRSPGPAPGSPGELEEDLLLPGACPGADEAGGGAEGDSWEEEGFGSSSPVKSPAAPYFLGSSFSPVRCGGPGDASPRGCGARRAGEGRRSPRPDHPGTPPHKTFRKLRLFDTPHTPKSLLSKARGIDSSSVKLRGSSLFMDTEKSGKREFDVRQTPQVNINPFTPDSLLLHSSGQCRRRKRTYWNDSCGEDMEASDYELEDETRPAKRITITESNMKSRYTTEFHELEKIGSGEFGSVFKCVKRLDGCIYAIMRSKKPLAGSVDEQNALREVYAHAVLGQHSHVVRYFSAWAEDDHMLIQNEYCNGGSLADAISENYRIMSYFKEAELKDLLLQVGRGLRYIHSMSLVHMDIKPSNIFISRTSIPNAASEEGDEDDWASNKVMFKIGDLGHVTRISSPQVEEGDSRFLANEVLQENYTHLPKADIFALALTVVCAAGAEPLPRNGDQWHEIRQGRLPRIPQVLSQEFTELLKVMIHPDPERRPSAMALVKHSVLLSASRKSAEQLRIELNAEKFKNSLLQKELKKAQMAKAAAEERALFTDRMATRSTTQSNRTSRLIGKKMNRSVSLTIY
Ba/F3 V617F tox: lowers viability of Ba/F3 cells expressing EpoR and JAK2V617F; ATP luminescence; inhibition, % at 5.6 µM; 220,000 compounds, 1.1% hits; AID 1446;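 active = inhibition above the campaign mean plus 3 SD over all tested compounds, cut at about 24% in these data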;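 note: cytokine-independent growth of Ba/F3 cells driven by EpoR plus mutant JAK2; 0% = DMSO-treated cells and 100% = JAK inhibitor I control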
S1P4 agonist: activates the human S1P4 receptor | O95977 | S1P4-expressing cell line, agonist reporter assay | activation, % at 4.98 µM | 220,000 compounds, 0.35% hits | AID 1509; in the data active = activation above about 11%;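 note: 0% = DMSO vehicle and 100% = reference agonist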
NPY-Y2 PAM-ag: potentiators or agonists of human neuropeptide Y receptor Y2 | activation, % at 3.6 µM | cells expressing NPY-Y2, potentiator/agonist read-out | P49146 | 220,000 compounds, 0.45% hits; in the data active = activation above about 27%;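 note: cells stimulated with NPY near EC25 plus isoproterenol at EC100; 0% = vehicle plus submaximal agonist and 100% = vehicle plus saturating agonist; some results beyond the cut were filed as inactive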
* hit, by the source's call; . = no result given; [ ] = remark or other dose. Rows were taken by chance; about 4.1% have a hit in one of these screens.

no.	canonical_smiles	MDM2 E3 inh	NPY-Y2 PAM-ag	S1P4 agonist	Wee1 degr inh	S1P4 antagonist
1	Cc1cc2nccc(-c3ccco3)n2n1	-21	1	1.1	0	-6
2	O=C(N/N=C/c1ccncc1)c1cc([N+](=O)[O-])cc([N+](=O)[O-])c1O	-14	0	-1.3	-3	-18
3	Cn1c(CO)cnc1S(=O)(=O)Cc1ccc(Cl)cc1	-23	-7	0.8	-1	-2
4	CCOc1ccc(S(=O)(=O)Nc2nc3ccccc3nc2-n2ccc(=NC(=O)c3cccs3)cc2)cc1	-8	11	-1.1	-3	17
5	Cc1cnc(C(=O)Nc2ccc(C(=O)N3CCCCC3)cc2)cn1	6	-1	1.4	3	-11
6	COc1ccc(-c2cn3cc(Cl)ccc3n2)cc1OC	9	9	-0.2	3	8
7	CCCCC(C)n1[nH]c(=O)cc1N (centres undefined)	.	15	1.1	2	3
8	COc1ccc2[nH]c(=O)c(CN(C(=O)COc3ccccc3)C(C)C)cc2c1	-18	5	-0.2	-1	-11
9	Cc1ccc(C(=O)n2c(-c3ccccc3)cnc2SCC(=O)Nc2ccc(C)cc2C)cc1	-1	-14	2.9	-2	-25
10	CSc1ncc(OCc2ccccc2)c(=O)[nH]1	-2	9	1.6	1	6

no.	PERK inhibitor	Ba/F3 V617F tox	BaF3 parental	eIF4E-4G inh
1	1.0	0	4	-1
2	0.6	4	7	13
3	-0.2	10	7	0
4	-0.7	6	5	-6
5	1.1	0	5	0
6	0.0	-3	3	3
7	0.4	-4	2	7
8	-0.1	-4	-1	-2
9	0.0	1	3	9
10	2.2	-3	0	-7

(more compounds)
no.	canonical_smiles	MDM2 E3 inh	NPY-Y2 PAM-ag	S1P4 agonist	Wee1 degr inh	S1P4 antagonist
11	O=[N+]([O-])c1ccc(-c2cn3nc(-c4ccccc4)c(-c4ccccc4)nc3n2)cc1	-12	1	0.3	-1	3
12	CC(Sc1ccccc1)C(=O)N/N=C/c1cccnc1 (centres undefined)	-1	-3	-1.0	-1	5
13	CC(C)C(=O)Nc1cccc(NC(=S)NC(=O)c2ccc([N+](=O)[O-])cc2)c1	-1	10	0.2	1	2
14	Cc1ccc(N2C(=O)C3CCC(C)(C2=O)C3(C)C)cc1 (centres undefined)	-5	-13	0.2	0	-2
15	COc1ccccc1-c1nn2c(C3COc4ccccc4O3)nnc2s1 (centres undefined)	4	-30	0.6	1	-4
16	Cc1cc(C)n2ncc(C(=O)NCc3ccccc3)c2n1	-14	-2	1.2	-1	-13
17	CC(=O)Nc1cccc(-c2csc(Nc3ccccn3)n2)c1	-41	8	-0.1	0	-18
18	Cc1ccc(C)c(/C=C(\C(=O)O)c2ccc(S(=O)(=O)N3CCCCC3)s2)c1	-3	-9	2.0	-2	-5
19	CC(C)C(NS(=O)(=O)c1cccc2nsnc12)C(=O)NCCC1=CCCCC1 (centres undefined)	-8	1	-1.7	-1	5
20	CCOC(=O)c1ccc(NC(=O)COc2ccc(CNCCO)cc2OCC)cc1	-4	7	-0.2	-3	-7

no.	PERK inhibitor	Ba/F3 V617F tox	BaF3 parental	eIF4E-4G inh
11	0.5	0	1	0
12	0.5	-3	0	2
13	0.4	0	5	3
14	2.2	-6	-2	2
15	-0.3	-2	4	6
16	-0.6	1	6	4[fluorescence artefact?]
17	-1.2	4	8	-4
18	0.3	0	6	3
19	0.7	-6	-1	-1
20	1.4	-1	2	2

Following part.
no.	canonical_smiles	MDM2 E3 inh	NPY-Y2 PAM-ag	S1P4 agonist	Wee1 degr inh	S1P4 antagonist
21	Cc1nn(C)cc1C(C(=O)NC1CCCCC1)N(Cc1ccccc1Cl)C(=O)c1cnccn1 (centres undefined)	-3	5	0.3	-3	-6
22	C=CCn1c(=O)c(C(=O)Nc2ccccc2C(=O)OCC)c(O)c2ccccc21	0	-7	-2.0	-1	3
23	c1ccc(Nc2ncnc3sc4c(c23)CCC4)cc1	-9	-6	0.5	0	-4
24	O=C(OCCN1CCN(c2ncc(C(F)(F)F)cc2Cl)CC1)c1ccc(F)cc1	-12	3	-0.6	2	-6
25	COc1ccc(OCCCC(=O)Nc2cccc(SC)c2)cc1	-8	0	-2.3	-2	5
26	COc1cc(N(C(=O)Cc2cccs2)C(C(=O)NC2CCCCC2)c2ccc(C)cc2)ccc1-n1cnnn1 (centres undefined)	-21	7	-1.0	-3	-16
27	COc1ccccc1NC(=O)c1ccc(NC(=O)CSc2n[nH]c(N)n2)cc1	-2	3	0.4	3	-15
28	COC(=O)c1ccc2c(=O)n(Cc3ccc(C(=O)NCCCN4CCC(C)CC4)cc3)c(=S)[nH]c2c1	2	-7	-0.7	0	-4
29	COCCn1nnnc1C(c1cc2cc(C)ccc2[nH]c1=O)N1CCc2ccccc21 (centres undefined)	4	0	-3.0	-1	14
30	O=C(NC1CCCc2ccccc21)c1cccc(Br)c1 (centres undefined)	-12	0	0.5	0	5

no.	PERK inhibitor	Ba/F3 V617F tox	BaF3 parental	eIF4E-4G inh
21	0.5	0	-2	-1
22	0.5	-1	1	-18
23	-0.9	-2	1	-15
24	0.2	-2	-2	6
25	1.0	5	8	1
26	-0.1	2	7	2
27	-0.2	2	8	-3
28	0.6	-1	6	0
29	0.3	-2	2	0
30	-0.1	3	6	2

Among those listed so far, 3 have a nitro group on carbon:
no.	canonical_smiles	MDM2 E3 inh	NPY-Y2 PAM-ag	S1P4 agonist	Wee1 degr inh	S1P4 antagonist
2	O=C(N/N=C/c1ccncc1)c1cc([N+](=O)[O-])cc([N+](=O)[O-])c1O	-14	0	-1.3	-3	-18
11	O=[N+]([O-])c1ccc(-c2cn3nc(-c4ccccc4)c(-c4ccccc4)nc3n2)cc1	-12	1	0.3	-1	3
13	CC(C)C(=O)Nc1cccc(NC(=S)NC(=O)c2ccc([N+](=O)[O-])cc2)c1	-1	10	0.2	1	2

no.	PERK inhibitor	Ba/F3 V617F tox	BaF3 parental	eIF4E-4G inh
2	0.6	4	7	13
11	0.5	0	1	0
13	0.4	0	5	3

(further entries)
no.	canonical_smiles	MDM2 E3 inh	NPY-Y2 PAM-ag	S1P4 agonist	Wee1 degr inh	S1P4 antagonist
31	CC1(C)CC2CC(C)(CN2C(=O)NC(=O)c2ccccc2)C1 (centres undefined)	-16	-3	-0.9	1	-4
32	CCOC(=O)N1CCN(c2cc(=O)n(C)c(=O)n2C)CC1	-16	-27	-0.8	-2	2
33	CC(C)CCN(C)C1CCN(C(=O)Nc2c(F)cccc2F)CC1	-12	-15	-1.7	0	14
34	CCC(=O)N1CCc2cc(Br)cc(S(=O)(=O)N3CCCCCC3)c21	-6	-1	-0.3	3	7
35	O=Cc1ccc(OC(=O)c2cc(Cl)nc3ccccc23)cc1	19	5	-0.3	-4	-15
36	CCOC(=O)c1ccc(NC(=O)COc2ccc(S(=O)(=O)NC(C)CC)cc2)cc1 (centres undefined)	-8	-1	-0.5	1	-6
37	O=C(Nc1ccc2c(c1)OCCO2)c1cccc2nc3ccccc3nc12	-22	9	1.8	0	-33
38	CCCn1c(N)c(N(C)C)c(=O)n(CC(=O)Nc2ccc(OC(F)(F)F)cc2)c1=O	-18	2	0.6	-4	-8
39	Clc1ccc(Cn2c(-c3cccnc3Cl)nc3ccccc32)cc1	-17	4	-0.7	-3	1
40	CN1/C(=C\C(=O)c2cccs2)Sc2ccccc21	-11	7	2.9	8	4

no.	PERK inhibitor	Ba/F3 V617F tox	BaF3 parental	eIF4E-4G inh
31	0.2	-1	2	-3
32	2.4	-3	0	7
33	-0.3	6	8	2
34	-0.4	-1	9	-6
35	-0.3	-2	-1	18[fluorescence artefact?]
36	-0.4	0	2	13
37	1.0	-2	2	3[fluorescence artefact?]
38	-0.2	0	3	-1
39	-0.2	-2	1	-10
40	-1.0	1	4	1

(list continues)
no.	canonical_smiles	MDM2 E3 inh	NPY-Y2 PAM-ag	S1P4 agonist	Wee1 degr inh	S1P4 antagonist
41	C[C@@H](C(=O)NCc1ccc(S(C)(=O)=O)cc1)[C@@H]1C[C@@]1(C)[C@@H](NC(=O)OCc1ccccc1)c1ccccc1	.	-5	-0.4	-2	10
42	O=C(Cn1c2[n+](c3ccc(C(F)(F)F)cc31)CCCCC2)Nc1c(F)cccc1F	-10	14	0.0	0	3
43	O=C(O)/C=C/c1cn(-c2ccccc2)nc1-c1ccc(-c2ccc([N+](=O)[O-])cc2)o1	-8	17	-0.5	6	7
44	Cn1nccc1NC(=O)Nc1cccc([N+](=O)[O-])c1	-9	-14	0.7	-2	-1

no.	PERK inhibitor	Ba/F3 V617F tox	BaF3 parental	eIF4E-4G inh
41	-0.8	0	9	4
42	0.1	-3	3	0
43	0.4	-2	-2	17
44	1.1	-4	1	-5

Quoted at random: 3 records from the list.
no.	canonical_smiles	MDM2 E3 inh	NPY-Y2 PAM-ag	S1P4 agonist	Wee1 degr inh	S1P4 antagonist
41	C[C@@H](C(=O)NCc1ccc(S(C)(=O)=O)cc1)[C@@H]1C[C@@]1(C)[C@@H](NC(=O)OCc1ccccc1)c1ccccc1	.	-5	-0.4	-2	10
43	O=C(O)/C=C/c1cn(-c2ccccc2)nc1-c1ccc(-c2ccc([N+](=O)[O-])cc2)o1	-8	17	-0.5	6	7
44	Cn1nccc1NC(=O)Nc1cccc([N+](=O)[O-])c1	-9	-14	0.7	-2	-1

no.	PERK inhibitor	Ba/F3 V617F tox	BaF3 parental	eIF4E-4G inh
41	-0.8	0	9	4
43	0.4	-2	-2	17
44	1.1	-4	1	-5

Screens: PubChem BioAssay, several laboratories
